# CXCR6 block – inhibitors of human CXCR6 receptor; CHO-K1 PathHunter CXCR6 beta-arrestin, luminescence; inhibition, % at 20 µM; AID 602244; 0.36% of 360,000 active; in the data active means inhibition above about 34%, passing the limit was not always enough;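 further: antagonist mode with CXCL16 agonist at 10 nM final; 0% = 10 nM CXCL16 with DMSO and 100% = unstimulated wells without agonist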
# CCR6 antag – blocks CCL20-driven beta-arrestin recruitment at human CCR6. P51684. CHO-K1 CCR6 PathHunter beta-arrestin, luminescence, CCL20-stimulated. inhibition, % at 20 µM. 0.49% of 340,000 active. AID 493098;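 active means compounds whose inhibition of the agonist-driven luminescence signal at 20 µM reaches about 50%, limit read from the data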;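 further: cells stimulated with CCL20 at 14 nM final; plate controls were DMSO with CCL20 for no effect and DMSO without agonist for full effect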
# Target sequence (P51684 whole entry, looked up): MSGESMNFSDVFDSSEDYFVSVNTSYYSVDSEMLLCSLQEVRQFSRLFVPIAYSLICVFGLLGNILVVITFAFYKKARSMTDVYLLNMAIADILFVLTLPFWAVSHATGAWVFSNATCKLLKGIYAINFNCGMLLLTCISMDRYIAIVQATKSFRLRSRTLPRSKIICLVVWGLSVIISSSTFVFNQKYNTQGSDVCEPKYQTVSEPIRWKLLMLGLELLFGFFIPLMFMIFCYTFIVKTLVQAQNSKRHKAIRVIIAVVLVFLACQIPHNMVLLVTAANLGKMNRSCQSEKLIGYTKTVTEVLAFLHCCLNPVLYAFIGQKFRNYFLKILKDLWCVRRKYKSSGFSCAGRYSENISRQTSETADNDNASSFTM
# APJ agonist – agonists of human APJ apelin receptor. P35414. CHO-K1 APJ PathHunter beta-arrestin, luminescence; 0% DMSO wells, 100% apelin. activation, % at 20 µM. 0.11% of 330,000 active. AID 2520;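 active means activation more than six SD over the plate average, tested at 20 µM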;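 further: 0% = DMSO alone and 100% = apelin-13 at 10 nM; some results filed as inactive read as strong as hits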
#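 Assay system: CHO-K1 cells stably expressing ProLink-tagged human APJ and arrestin–beta-gal acceptor. Compound dosing: 20 µM single point, 1% DMSO. Times: 16-18 h seeding, 90 min dark compound exposure, 60 min detection. Detection: beta-gal luminescence. Evaluation: APJ–arrestin association signal. Controls: negative DMSO alone, positive Apelin-13 at 10 nM.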
# UBC13 polyUb – blocks human UBC13 polyubiquitin chain formation. AID 485273. 0.47% of 330,000 active. P61088. TR-FRET. inhibition, % at 20 µM; in the data active means inhibition above about 45%, passing the limit was not always enough; inconclusive means no clear call, values can overlap the other calls
# Target sequence (P61088 whole entry, looked up): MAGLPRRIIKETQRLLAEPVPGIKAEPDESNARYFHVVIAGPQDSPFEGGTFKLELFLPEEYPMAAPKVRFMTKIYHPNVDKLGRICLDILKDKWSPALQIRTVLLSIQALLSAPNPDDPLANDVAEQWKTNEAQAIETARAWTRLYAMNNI
# APJ antag – antagonists of human APJ apelin receptor; CHO-K1 APJ beta-arrestin complementation, luminescence; 0.32% of 330,000 active; AID 2521; inhibition, % at 20 µM;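 active means inhibition above about 40% at 20 µM, limit read from the data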;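 further: cells challenged with 10 nM apelin-13 agonist together with compound; plate controls were apelin-13 plus DMSO wells for no effect and DMSO wells lacking apelin-13 for full effect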
# EBI2 block – antagonists of human EBI2 receptor | 0.81% of 360,000 active | inhibition, % at 5 µM | AID 651636 | P32249 | EBI2 beta-arrestin recruitment, luminescence, 7a,25-OHC stimulated; in the data active means inhibition above about 38%;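 further: enzyme fragment complementation signal reports receptor beta-arrestin coupling in cells; 0% = agonist plus DMSO wells and 100% = wells without agonist; some results beyond the cut were filed as inactive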
# Gli-Sufu block – blocks Gli-Sufu signaling in a luciferase reporter; Sufu-KO-LIGHT fibroblasts, Gli luciferase reporter luminescence; inhibition, % at 5 µM; 0.74% of 340,000 active; AID 588413;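 active means inhibition above about 55%, limit read from the data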;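 further: 0% = DMSO-treated cells and 100% = wells with medium but no cells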
# ATG4B inh – ATG4B (human) cysteine protease inhibition; inhibition, % at 8.33 µM; ATG4B cleavage of LC3-PLA2, NBD-HPC fluorescence, 1 h; Q9Y4P1; 0.51% of 340,000 active; in the data active means inhibition above about 40%
# Target sequence (Q9Y4P1 whole entry, looked up): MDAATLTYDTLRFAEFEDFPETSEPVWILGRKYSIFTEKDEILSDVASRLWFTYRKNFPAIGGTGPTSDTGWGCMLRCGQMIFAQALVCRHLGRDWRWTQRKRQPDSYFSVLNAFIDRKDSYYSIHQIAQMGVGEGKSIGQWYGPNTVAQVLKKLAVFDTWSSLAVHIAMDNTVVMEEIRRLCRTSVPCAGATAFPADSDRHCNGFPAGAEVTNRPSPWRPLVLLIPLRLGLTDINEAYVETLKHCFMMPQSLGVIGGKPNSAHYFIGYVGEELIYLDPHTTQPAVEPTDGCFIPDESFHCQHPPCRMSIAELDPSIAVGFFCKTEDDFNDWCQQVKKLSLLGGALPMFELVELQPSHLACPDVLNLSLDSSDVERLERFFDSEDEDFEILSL
# The depositor's hits bear a star; ? = inconclusive; · = not tested or not shown; & = joins results of further samples. Compounds were not picked by outcome; any-hit rate near 3%.
# Values run as follows: APJ antag, APJ agonist, CCR6 antag, CXCR6 block, EBI2 block, Gli-Sufu block, UBC13 polyUb, ATG4B inh
1	COc1cc(OC)cc(-c2c(-c3cccs3)c3cc(-c4cnc(OC)nc4)ccc3n2C)c1
  5.1, -2.8, 16.8, -2.1, 30.0, 14.3, ?, -2.6
2	CS/C(=N\S(=O)(=O)c1cccs1)NC(=O)CSc1nc2ccccc2s1
  -17.3, 3.3, -2.5&-8.8, -9.4&8.1, -7.0&-6.2, 3.0&-11.2, -9.1, 4.4&-0.9
3	CCc1cccc(OCCCCN(CC)CC)c1
  18.8, -2.5, 16.8, -1.5, 0.1, -2.4, 2.4, 4.1
4	COc1ccccc1-n1c(CNC(=O)c2ccc(S(=O)(=O)N3CCCCC3)cc2)n[nH]c1=S
  5.5, 3.5, -17.7, -0.9, -10.8, 1.2, -9.6, -2.4
5	Nc1c(N(CCO)C(=O)COc2ccc(Cl)cc2)c(=O)[nH]c(=O)n1Cc1ccccc1
  5.1, -3.6, 8.1, -3.0, 1.0, -9.9, 5.0, 0.8
6	Cc1cc(C(=O)Cn2nnc(-c3ccc(Cl)cc3)n2)c(C)n1CC1CCCO1 (centres undefined)
  0.8, -4.7, 11.4, -3.3, 5.7, -0.4, -4.0, -1.4
7	C=C(C)COc1ccc(-c2[nH]ncc2-c2ccc(OC)cc2)c(O)c1
  -7.8, 0.1, -2.4, -13.6, 18.7, -7.4, 4.9, 0.6
8	C/C(=N\Nc1ccc(Cl)c(C(=O)O)c1)c1ccc(N2CCOCC2)cc1
  2.6, 0.4, 0.1, -2.2, -12.6, -15.8, -12.8, -0.1
9	O=C(c1ccc2c(c1)N(Cc1ccc(F)cc1)C(=O)CS2)N1CCOCC1
  16.1, -5.4, 0.0, 2.1, -6.0, 1.4, -8.1, -7.5
10	C=CCn1c(SCC(=O)c2c(N)n(C)c(=O)n(C)c2=O)nnc1-c1ccccc1F
  -0.8, -5.1, -6.3, -3.6, 1.7, 5.9, 14.8, -3.0
11	Cc1ccc(C)c(Cn2nnc3c(=O)[nH]c(C4CCN(C(=O)c5ccco5)CC4)nc32)c1
  -2.0, -0.2, 11.0, 7.0, -6.8, -15.6, 26.6, -12.4
12	COc1ccc(CNC(=O)C2CCCN(S(=O)(=O)c3c(C)noc3/C=C/N(C)C)C2)cc1 (centres undefined)
  36.3, -1.4, 20.1, 5.2, -0.4, 10.0, -8.9, -7.3
13	O=C(/C=C/c1ccc2c(c1)OCO2)NC1CCCC1
  -11.4, -2.0, 10.0, -0.8, 24.0, -1.8, -0.3, -1.6
14	COc1cc(/C=C(\C#N)c2nc3ccccc3o2)ccc1O
  32.1, -7.6, 55.3*, 49.1*, 7.2, -1.4, -490.9, -19.1
15	Cc1ccc(NC(=O)[C@@H]2CCC(=O)N2C2OC(=O)c3ccccc32)cc1Cl (some centres undefined)
  18.1, -1.9, 11.3, -4.1, -10.0, 1.9, 1.9, -5.7
16	Cc1ccc(S(=O)(=O)N2[C@@H](c3ccc(Br)cc3)C(C(=O)O)=C[C@H]2C(C)(C)C)cc1
  -2.6, -3.2, 6.3, 5.2, 8.7, 4.2, -6.2, -9.1
17	Cn1cc(C(=O)N/N=C/C2=C(N3CCOCC3)C(=C/c3ccc([N+](=O)[O-])cc3)/CC2)ccc1=O
  6.0, -4.0, 2.1, 4.5, 3.9, -9.0, 2.0, 1.0
18	Cc1nc(SCC(=O)N2CCOCC2)c2c(C)c(C)sc2n1
  -25.0, 1.6, 10.2, 8.9, 4.8, 34.1, -3.5, 2.4
19	CCN=C(Nc1cccc(F)c1)SC1CC(=O)N(c2ccc(OC)cc2)C1=O (centres undefined)
  -8.0, 1.7, 10.3, -2.7, -0.4, 8.1, 3.5, -16.6
20	Cn1c(C(=O)NC2CC2)cc2c(=O)n(C)c3ccccc3c21
  4.7, -3.1, -0.6, -3.9, -12.9, 8.8, 5.1, 3.5

# Complete entries from above. Order of values: APJ antag, APJ agonist, CCR6 antag, CXCR6 block, EBI2 block, Gli-Sufu block, UBC13 polyUb, ATG4B inh
# COc1cc(/C=C(\C#N)c2nc3ccccc3o2)ccc1O as listed: 32.1, -7.6, 55.3*, 49.1*, 7.2, -1.4, -490.9, -19.1
# Cn1cc(C(=O)N/N=C/C2=C(N3CCOCC3)C(=C/c3ccc([N+](=O)[O-])cc3)/CC2)ccc1=O as listed: 6.0, -4.0, 2.1, 4.5, 3.9, -9.0, 2.0, 1.0

# The listing continues:
# Values run as follows: APJ antag, APJ agonist, CCR6 antag, CXCR6 block, EBI2 block, Gli-Sufu block, UBC13 polyUb, ATG4B inh
21	CCN(CC)CCNC(=O)c1ccc(NC(=O)c2c(F)cccc2Cl)cc1
  16.1, -0.9, 7.6, -3.4, -11.7, 2.0, 5.1, 7.0
22	CN(Cc1ccco1)C(=O)c1cc2c(s1)-c1ccc(Cl)cc1S(=O)(=O)C2
  7.4, 10.6, 12.9, -2.3, -2.2, -3.9, 0.4, -3.3
23	Cn1cccc1C(=O)OCC(=O)Nc1ccc2c(c1)OCO2
  -0.9, 0.6, -2.2, 5.0, 0.0, 9.2, -3.3, -3.2
24	O=C(Nc1ccc(F)cc1)C(c1ccccc1)N1CCN(CC(=O)N2CCOCC2)CC1 (centres undefined)
  -5.7, -2.1, 8.8, -2.2, -3.9, -0.3, -0.8, -1.4
25	O=C(Oc1cccnc1)c1ccc(Cl)cc1
  -9.4, -3.4, 0.8, -3.4, -5.9, 9.6, 3.9, -6.0
26	Cc1nc2nc(C)c(NS(=O)(=O)c3ccc(C(C)(C)C)cc3)c(=O)n2[nH]1
  -14.3, -1.9, 6.1, 6.5, 7.8, 0.6, 0.5, -1.1
27	CCC(C)N(C(=O)COC(=O)CN=C1NS(=O)(=O)c2ccccc21)C1CCS(=O)(=O)C1 (centres undefined)
  -7.6, -2.3, 8.9, -7.9, -0.1, -6.4, -1.9, 2.6
28	CCOC(=O)c1oc2ccc(Cl)cc2c1NC(C)=O
  12.6, -3.7, 4.8, 2.9, -4.4, -14.4, 4.4, 2.4
29	COC(=O)c1[nH]c2ccc(C)cc2c1NC(=O)CN1CCN(c2ccc(F)cc2)CC1
  -5.6, 1.0, -5.4, -9.3, 3.8, 24.4, -8.7, -21.4
30	Cc1ccc(Nc2nc(C(=O)NCC3CCCO3)cs2)cc1 (centres undefined)
  2.4, -0.5, 13.0, 4.6, -9.3, -7.1, 2.7, -4.7
31	CC(C)OC(=O)c1cccc(C(=O)OCc2ccco2)n1
  9.3, -2.2, 1.9, -1.9, -0.4, -16.6, 2.2, 4.3
32	CCc1ccccc1NC(=O)CN1CCN(C(=O)CNC(=O)c2ccc(N3CCCC3=O)cc2)CC1
  -7.0, -2.9, -2.4, 8.0, -8.8, -0.4, 3.8, -8.5
33	CNC(=O)c1cnc(-c2ccccc2)nc1-c1ccccc1
  5.4, -3.6, 2.4, 0.2, -1.6, -35.9, 1.3, 3.1
34	O=C(COC(=O)c1ccccn1)Nc1ccc(S(=O)(=O)N2CCOCC2)cc1
  15.6, -4.3, 16.6, -7.3, -0.2, 10.1, -2.0, -7.1
35	C#CC[N+]1(CC#Cc2ccc(C#CC[N+]3(CC#C)CCOCC3)cc2)CCOCC1
  7.8, 3.7, 3.8, 0.8, -6.6, 1.9, 13.1, 2.8
36	Cc1cc(C)c(-c2csc(Cc3nc(-c4cc5ccccc5oc4=O)cs3)n2)cc1C
  -8.9, 1.2, 3.7, 1.6, 9.3, 20.0, 5.1, 0.2
37	COc1ccc(-c2nc(=S)[nH][nH]2)cc1
  -21.9, 1.5, -3.1, -5.6, 3.7, -8.9, -3.1, 1.8
38	COc1ccc(CCNC(=O)c2ccc(Cl)cc2Cl)cc1
  -16.8, -4.2, 8.1, 0.7, -0.8, -35.8, -7.9, -8.4
39	Cc1onc(-c2c(Cl)cccc2Cl)c1NC(=O)NNc1c(Cl)cncc1Cl
  -3.3, 2.0, 5.2, 2.6, 4.8, 1.9, -0.6, 7.0
40	CC(C)CN1CCNC(=O)C1CC(=O)N(C)CC1CCOCC1 (centres undefined)
  -18.8, 1.0, 6.6, 1.7, 1.3, 12.2, -6.9, 7.1

# Overlap with the part before: 7 compounds, then new ones.
# Values run as follows: APJ antag, APJ agonist, CCR6 antag, CXCR6 block, EBI2 block, Gli-Sufu block, UBC13 polyUb, ATG4B inh
34	O=C(COC(=O)c1ccccn1)Nc1ccc(S(=O)(=O)N2CCOCC2)cc1
  15.6, -4.3, 16.6, -7.3, -0.2, 10.1, -2.0, -7.1
35	C#CC[N+]1(CC#Cc2ccc(C#CC[N+]3(CC#C)CCOCC3)cc2)CCOCC1
  7.8, 3.7, 3.8, 0.8, -6.6, 1.9, 13.1, 2.8
36	Cc1cc(C)c(-c2csc(Cc3nc(-c4cc5ccccc5oc4=O)cs3)n2)cc1C
  -8.9, 1.2, 3.7, 1.6, 9.3, 20.0, 5.1, 0.2
37	COc1ccc(-c2nc(=S)[nH][nH]2)cc1
  -21.9, 1.5, -3.1, -5.6, 3.7, -8.9, -3.1, 1.8
38	COc1ccc(CCNC(=O)c2ccc(Cl)cc2Cl)cc1
  -16.8, -4.2, 8.1, 0.7, -0.8, -35.8, -7.9, -8.4
39	Cc1onc(-c2c(Cl)cccc2Cl)c1NC(=O)NNc1c(Cl)cncc1Cl
  -3.3, 2.0, 5.2, 2.6, 4.8, 1.9, -0.6, 7.0
40	CC(C)CN1CCNC(=O)C1CC(=O)N(C)CC1CCOCC1 (centres undefined)
  -18.8, 1.0, 6.6, 1.7, 1.3, 12.2, -6.9, 7.1
41	CN(C)CCCN(C(=O)COc1ccc(Cl)cc1)c1nc2c(F)cccc2s1
  7.3, -6.4, 5.6, -1.0, 4.3, 4.9, 2.0, 2.1
42	COc1ccc(C2=NN(CC(=O)NCC(OC)OC)C(=O)CC2)cc1
  -21.3, -4.1, 0.2, 4.0, -13.3, 1.2, -5.8, -6.9
43	Cc1ccc(NC(=O)CSCC(=O)NC2(C)CCS(=O)(=O)C2)cc1 (centres undefined)
  2.6, -2.3, -0.2, -5.0, -0.5, 1.3, 2.8, -0.9
44	CCOC(=O)c1ccccc1NC(=O)COc1ccccc1
  4.1, -8.7, -12.0, 2.1, 19.1, -2.9, 4.0, -6.0
45	COc1cc(/C=N/NC(=O)c2ccc(O)cc2)ccc1OCC(=O)N1CC(C)OC(C)C1 (centres undefined)
  13.4, -3.5, 7.2, -0.9, 14.4, 4.3, -8.1, 1.0
46	COc1ccc2cc(S(=O)(=O)N3CCCCCC3)ccc2c1
  -12.5, -1.4, 16.0, 9.0, 11.8, 0.8, -5.1, 5.5
47	COc1cccc(NC(=O)c2ccccc2NS(C)(=O)=O)c1
  12.1, -1.5, -12.5, -0.9, -10.3, -14.4, 14.1, -2.1
48	O=S(=O)(c1ccc(NC(=S)NN=C(C2CC2)C2CC2)cc1)N1CCOCC1
  -24.4, -4.5, 15.7, 2.8, 19.9, 6.3, 45.9*, -14.5
49	COc1cc(/C=C2\C(=O)N(c3ccccc3)N=C2C)ccc1Oc1ccc([N+](=O)[O-])cc1[N+](=O)[O-]
  ·, ·, 16.8, 0.4, -9.6, -27.9, ·, 4.4
50	CCOc1ccc(C(=O)Nc2nnc(C3=COCCO3)o2)cc1
  11.6, -1.2, 7.8, 11.1, -1.1, -14.7, -16.4, -1.2
51	Cc1ccc(Nc2nc(C)c3c(n2)CC(C)CC3=O)c(C)c1 (centres undefined)
  -10.0, 2.6, 7.8, 9.8, -10.3, 1.4, 12.8, -6.7
52	CC(C)C(C(=O)NC1CCCC1)N(CC1CCCO1)C(=O)CNS(=O)(=O)c1ccccc1 (centres undefined)
  6.0, -3.3, 6.7, 2.3, -1.2, -8.5, 4.1, -2.9
